S3 lipid droplet: qHTS Assay for Lipid Storage Modulators in Drosophila S3 Cells | Drosophila S3 cells, BODIPY lipid droplet fluorescence, 18-24 h; cells fed with added oleic acid | Potency in µM for hits, for the others lipid storage change, negative = inhibition, % at the top dose, mostly 46.1 µM | actives 0.64% (n = 320,000); active = well fitted inhibition curve with a large enough effect in the signal ratio, with a control signal flat, not every such curve was filed as active; inconclusive = small, poorly fitted or top-dose-only effect, or effect the other way, or a change in a side signal; the % refers to the signal ratio
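Drosophila S3 cells loaded with oleic acid (400 uM, as added) and compounds at several concentrations; lipid droplets imaged by 488-nm laser-scanning cytometry, 500–530 nm intensity and object ratio to cell channel. Percent activity normalized to 20 uM Triacsin C.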
S3 lipid droplet cell count max: also measured in S3 lipid droplet; calls as there; cell number change, %; measured here: cell count max response;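 cells counted by Cell Tracker Red CMTPX staining in the red channel; peak over a dose series mostly up to 46.1 µM; percent activity relative to internal control wells on each plate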
Active calls of the source: *; i = inactive; ? = inconclusive; . = not tested or not shown. % is set by controls: 0 for no effect and ±100 for the full control effect; potency is the fitted concentration of half-maximal effect.

Value order: S3 lipid droplet | S3 lipid droplet cell count max
C#CCCOC(=O)N1C2=NC(C(=O)OC)=C(C(=O)OC)[C@@H]3N(C)c4ccccc4[C@]23C[C@H]1C(=O)OC
    -4% | 5
O=C(COC(=O)c1cccc(Br)c1)Nc1cccc2c1C(=O)c1ccccc1C2=O
    10% | 1
CCCCc1ccc(-c2ccc(Br)cc2)nc1
    0% | -17
COC(=O)c1ccc(NC(=O)CSc2ccccc2)cc1
    18% | 0
c1ccc(Nc2ccccn2)nc1
    ? | .
CC(NC=O)c1nc2ccccc2n1CCc1ccccc1 (centres undefined)
    17% | -1
O=C(c1ccc(N2CCOCC2)c([N+](=O)[O-])c1)N1CCN(Cc2ccccc2)CC1
    ? | .
O=C(Nc1nccs1)c1ccc(COc2ccccc2Br)o1
    ? | .
Cc1cc(CN(C)C(=O)c2ccc(OC3CCN(Cc4ccccn4)CC3)cc2)on1
    ? | .
COc1cc(NC(=O)COC(=O)/C=C/c2ccc(O)c(OC)c2)cc(OC)c1
    ? | .

Value order: S3 lipid droplet | S3 lipid droplet cell count max
Cc1ccc(C(=O)NCC(=O)OCC(=O)NC(C)c2ccccc2)s1 (centres undefined)
    -16% | .
O=C(CSCCN1C(=O)c2ccccc2C1=O)Nc1ccc2ccccc2c1
    -2% | 17
COc1ccc(NC(=S)N/N=C2/CCCc3c(C)cc(C)cc32)cc1
    ? | .
CC1(C)Cc2cccc(OCC(=O)NCc3ccc(F)cc3)c2O1
    20% | 3
C/C(=N/NC(=O)CN1CCN(S(=O)(=O)c2ccc(Br)cc2)CC1)c1cccnc1
    ? | .
Cc1ccc(-c2nn(CC(=O)N3CCOCC3)c(=O)c3ccccc23)cc1S(=O)(=O)N(C)C
    5% | -8
Cc1ccc(NC(=O)c2ccc3snnc3c2)cc1
    0% | 2
Cc1ccc(S(=O)(=O)n2cc(-c3ccccc3)c3ccccc32)cc1
    ? | .
CC(=O)c1cc2c(cc1NS(=O)(=O)c1ccccc1C)OCO2
    -4% | .
Cc1ccc(S(=O)(=O)C2(C(=O)Nc3cccc(F)c3)CC2)cc1
    24% | 26

Value order: S3 lipid droplet | S3 lipid droplet cell count max
Cc1sc(NC(=O)C(C)C)c(C(=O)Nc2ccccc2)c1C
    -14% | 13
CN(C)C(/C=C/Nc1ccc([N+](=O)[O-])cc1)=C(C#N)C#N
    ? | .
C=CCOc1cccc(C2/C(=C(/O)c3ccc(F)cc3)C(=O)C(=O)N2CCN2CCOCC2)c1 (centres undefined)
    0% | 10
COc1ccc([C@H]2CC(=O)C=C(c3ccc(CNC(=O)OC(C)(C)C)cc3)C2)cc1
    ? | .
CCC(C)N1C(=O)S/C(=C/c2ccc3c(c2)n(C)c(=O)n3C)C1=O (centres undefined)
    ? | .
Cc1nnc(N2CCCCC2)c2ccccc12
    ? | .
O=C(O)c1ccc(CN2CCOCC2)o1
    ? | .
COc1cccc(CN2CCNC(=O)C2CC(=O)N(Cc2cnn(C)c2)C(C)C)c1 (centres undefined)
    -2% | 12
CCOc1ccc(C(=O)C(CCC(CN(C)C)C(=O)c2ccc(OCC)cc2)CN(C)C)cc1 (centres undefined)
    ? | .
COc1cccc(OCC(O)CN2C(C)CCCC2C)c1 (centres undefined)
    ? | .

Value order: S3 lipid droplet | S3 lipid droplet cell count max
COc1ccc(CCNC(=O)C/C(C)=N/NC(=O)C(c2ccccc2)c2ccccc2)cc1OC
    ? | .
Cn1c(=O)c2sccc2n2c(CCCC(=O)NCc3ccco3)nnc12
    i | -10
O=C(N/N=C(\Cc1ncc[nH]1)c1ccccc1)c1cccnc1
    ? | .
Cc1ccc(Sc2ccc([N+](=O)[O-])cc2[N+](=O)[O-])nc1
    ? | .
Cc1ccccc1CN1CCNC(=O)C1CC(=O)NCCN1CCCCC1=O (centres undefined)
    3% | .
COc1ccc(Cc2nnc(SC(C)C(=O)Nc3ccc(F)cc3Cl)o2)cc1 (centres undefined)
    i | .
CN1CCc2cc(Cl)c(O)cc2[C@@H](c2ccccc2)C1
    1% | -2
CN1CCN(CC#CCC(O)(c2ccccc2)C2CCCC2)CC1 (centres undefined)
    0% | -2
N#Cc1ccsc1NC(=O)C1CCN(S(=O)(=O)c2cccs2)CC1
    ? | .
C=CCOc1nc2c(c(=O)n(Cc3ccc(Cl)cc3)c(=O)n2C)n1C
    ? | .

Value order: S3 lipid droplet | S3 lipid droplet cell count max
COc1ccc(-c2csc(NC(=O)c3ccccc3NS(=O)(=O)c3ccc(F)c(F)c3)n2)cc1
    ? | .
CC(=O)OCC(=O)[C@@]12OC3(CCCC3)O[C@@H]1C[C@H]1[C@@H]3CCC4=CC(=O)C=C[C@]4(C)[C@@]3(F)[C@@H](O)C[C@@]12C
    -2% | -8
COc1ccc(NC2CCCN(C(=O)c3cccc(C)n3)C2)cc1OC (centres undefined)
    i | -12
COc1ccc(-c2cn3cc(C)ccc3n2)cc1F
    -2% | 8
CCOC(=O)N1CCN(CC(=O)NC(=O)Nc2ccc3c(c2)OCCO3)CC1
    ? | .
COc1ccccc1CNC(=O)OCc1nccnc1C(=O)Nc1ccc(Br)cn1
    i | -14
O=C(Oc1ccc(-c2cnc3ccccc3n2)cc1)c1cccc([N+](=O)[O-])c1
    ? | .
N#Cc1ccccc1Oc1ccccc1C=O
    ? | .
O=C(NC(=S)NC1CCS(=O)(=O)C1)c1ccccc1F (centres undefined)
    13% | 8
C=CCN=C1CC(C)(C)CC(=O)/C1=C(\O)CCCN1C(=O)c2ccccc2C1=O
    ? | .

2 entries from above in another layout.
| mol | S3 lipid droplet | S3 lipid droplet cell count max |
| --- | --- | --- |
| O=C(Oc1ccc(-c2cnc3ccccc3n2)cc1)c1cccc([N+](=O)[O-])c1 | ? | . |
| N#Cc1ccccc1Oc1ccccc1C=O | ? | . |

The list continues.
Value order: S3 lipid droplet | S3 lipid droplet cell count max
COC(=O)[C@H](Cc1ccccc1)NC(=O)NCCc1ccc(F)cc1
    ? | .
CCOC(=O)C1(CCOC)CCN(Cc2ccc3nonc3c2)CC1
    ? | .
Cc1c(Nc2nc3ccccc3nc2N2CCN(c3ccccc3)CC2)c(=O)n(-c2ccccc2)n1C
    ? | .
c1coc(C2=NCCc3ccccc32)c1
    3% | -7
Cc1ccc(S(=O)(=O)N2CCC(C(=O)N[C@@H](C)C(=O)NC3CCCCC3)CC2)cc1
    -8% | 1
O=C(COC(=O)CNC(=O)c1cccc([N+](=O)[O-])c1)NCc1ccco1
    14% | 6
CN(C)S(=O)(=O)c1ccc(C(=O)Nc2nnc(SCc3ccccc3)s2)cc1
    ? | .
Cn1nc(C(=O)N2CCN(c3ccccc3)CC2)c2c1-c1ccccc1S(=O)(=O)C2
    ? | .
CC(=O)c1cccc(NC(=O)NNC(=O)c2ccc3ccccc3c2)c1
    12% | 2
COc1cc(OC)nc(NC(=O)C(C)C)n1
    ? | .

Value order: S3 lipid droplet | S3 lipid droplet cell count max
CCN(CC)CCN1C(=O)C(O)=C(C(=O)c2cccs2)C1c1ccccn1 (centres undefined)
    -10% | 2
C=CCSc1ncnc2sc(C)c(C)c12
    ? | .
O=C(CSc1nc2ccsc2c(=O)n1NC(=O)c1ccccc1)NCc1ccco1
    8% | 12
COc1cccc(NC(=O)c2nc(SC)ncc2Cl)c1
    ? | .
CC(C)(C)N(NC(=O)c1ccccc1)C(=O)c1cccc(C(=O)N(NC(=O)c2ccccc2)C(C)(C)C)c1
    16% | 2
COC(=O)c1ccccc1COn1c(=O)c(C)[n+]([O-])c2ccccc21
    ? | .
Cc1cccc(OCCCSc2nc3ccc(C)cc3[nH]2)c1
    ? | .
Cc1ccc(NC(=O)CN2CCc3ccccc3C2)cc1F
    7% | 13
CNC(=O)c1c(C)nn(-c2ccc(F)c(Cl)c2)c1-c1cc(C)on1
    -7% | 6
Cc1cccc(NC(=O)COC(=O)c2ccc3c(=O)n4c(nc3c2)CCC4)c1
    10% | 12

Random excerpt: three entries already listed.
Value order: S3 lipid droplet | S3 lipid droplet cell count max
O=C(CSc1nc2ccsc2c(=O)n1NC(=O)c1ccccc1)NCc1ccco1
    8% | 12
COC(=O)c1ccccc1COn1c(=O)c(C)[n+]([O-])c2ccccc21
    ? | .
CC(C)(C)N(NC(=O)c1ccccc1)C(=O)c1cccc(C(=O)N(NC(=O)c2ccccc2)C(C)(C)C)c1
    16% | 2

The results go on:
Value order: S3 lipid droplet | S3 lipid droplet cell count max
O=C(N/C(=C\c1ccco1)C(=O)N1CCOCC1)c1ccc([N+](=O)[O-])cc1
    i | -1
CCOC(=O)CC(NC(=O)C1c2ccccc2Oc2ccccc21)c1ccccc1Cl (centres undefined)
    -24% | -14
C=CCNC(=O)CC1C(=O)NCCN1Cc1ccc(-c2ccccc2)cc1 (centres undefined)
    ? | .
CCN(CC)CCCNC(=O)Cn1ncc2c(=O)oc3ccc(C)cc3c21
    ? | .
COc1ccccc1/C=C/C(=O)NCc1ccccn1
    13% | 23
CCOC(=O)c1ccc(NC(=S)N2CCCC(C)C2)cc1 (centres undefined)
    -13% | 4
COc1ccc(C(=O)NCC(=O)OCC(=O)c2ccc(Cl)cc2)cc1OC
    ? | .
CCOc1ccc(NC(=O)CN(C)C(=O)c2ccc3c(c2)C(=O)N(CCC(C)C)C3=O)cc1OCC
    ? | .
Cc1ccc(C)c(S(=O)(=O)N2CCCOC2CNC(=O)C(=O)NC2CCCCC2)c1 (centres undefined)
    ? | .
NC(=O)c1sc2nc3c(c(-c4ccc(Cl)cc4)c2c1N)CCCC3
    ? | .

Value order: S3 lipid droplet | S3 lipid droplet cell count max
O=C(c1cc2c(=O)oc3ccccc3c2s1)N1CCOCC1
    i | .
COc1ccccc1-c1sc2cc3c(cc2c1C#CCO)OCO3
    ? | .
Cc1ccc(-n2c(Cn3nc(C(F)(F)F)cc3C)n[nH]c2=S)cc1
    i | 19
Cc1occc1C(=O)NNC(=S)NCC(C)C
    ? | .
O=C(CC1OC(=O)c2ccccc21)NC1CCCCC1 (centres undefined)
    8% | 11
O=C(c1ccccc1)N1CCCOC1c1ccccc1 (centres undefined)
    ? | .
Cc1ccc(C2=NNC(=O)C(c3ccc(Cl)cc3)C2)cc1 (centres undefined)
    i | 3
COc1cccc(/C=N/n2c(COc3ccccc3)n[nH]c2=S)c1
    ? | .
COc1cccc(C2C(C(N)=O)=C(C)Nc3nc(CCCO)nn32)c1OC (centres undefined)
    1% | 4
CC[n+]1c(/C=C2\C=C(C)CC(C)C2)sc2ccccc21 (centres undefined)
    ? | .

The last four entries of the section above are carried over, then new ones follow:
Value order: S3 lipid droplet | S3 lipid droplet cell count max
Cc1ccc(C2=NNC(=O)C(c3ccc(Cl)cc3)C2)cc1 (centres undefined)
    i | 3
COc1cccc(/C=N/n2c(COc3ccccc3)n[nH]c2=S)c1
    ? | .
COc1cccc(C2C(C(N)=O)=C(C)Nc3nc(CCCO)nn32)c1OC (centres undefined)
    1% | 4
CC[n+]1c(/C=C2\C=C(C)CC(C)C2)sc2ccccc21 (centres undefined)
    ? | .
O=C(N/N=C/c1cccnc1)c1ccc(S(=O)(=O)N2CCCCCC2)cc1
    2% | -2
O=S1(=O)CCC(NCC2CCCO2)C1 (centres undefined)
    ? | .
COc1ccc(CNC(=O)CSc2nnc3c(n2)[nH]c2ccccc23)cc1
    16% | 32
COc1cccc(NC(=O)Nc2ccc(Cc3ccncc3)cc2)c1
    ? | .
COc1ccc(OC)c(-n2nnnc2SCC(=O)N2CCN(C(=O)c3ccco3)CC2)c1
    21% | 4
COc1ccc(CC(=O)Oc2ccc(Cl)cc2Br)cc1S(=O)(=O)N1CCOCC1
    ? | .
Cc1cc2ccccn2c1C(=O)c1ccc(S(=O)(=O)N(C)C)cc1
    6% | -19
O=C(CSc1nncn1-c1cccnc1)Nc1cccc(C(F)(F)F)c1
    ? | .
Cc1c(NC(=O)C(C)OC(=O)c2ncc(Cl)c(Cl)c2Cl)c(=O)n(-c2ccccc2)n1C (centres undefined)
    ? | .
Cc1ccc(S(=O)(=O)NCC(=O)OCC(=O)c2ccc(Br)s2)cc1
    ? | .

Value order: S3 lipid droplet | S3 lipid droplet cell count max
Cn1cnnc1SCC(=O)c1cc2ccccc2o1
    ? | .
CC(=O)Nc1ccc(NC(=O)c2cccc3c2-c2ccccc2C3=O)cc1
    ? | .
CCC(=O)NC(Nc1sc2c(c1C(=O)OC)CCCC2)(C(F)(F)F)C(F)(F)F
    ? | .
COC(=O)c1ccccc1OCCCN(C)C
    ? | .
Clc1ccccc1-c1nn2c(-c3ccccn3)nnc2s1
    ? | .
COc1ccc(-n2nc(C(=O)O)c3ccccc3c2=O)cc1
    ? | .
CCCN=C1NC(=O)C(CC(=O)NCCc2ccc(OC)c(OC)c2)S1 (centres undefined)
    ? | .
CCOC(=O)N1CCN(S(=O)(=O)c2cc(-c3nn4c(C)nnc4c4ccccc34)ccc2C)CC1
    11% | -16
CCCN(CCC)CCCNc1ccc(C(=O)Nc2cccc(OC)c2)cc1[N+](=O)[O-]
    6% | 8
COCC(=O)N1CCC(Oc2ccc(C(=O)NCc3cc(C(C)C)no3)cc2)CC1
    ? | .
COc1cc2c(cc1OC)-c1cc(NC3CCCCCC3)nc(=O)n1CC2
    ? | .
COc1ccc(NS(=O)(=O)c2cc(NC(=O)c3cnc(C)cn3)ccc2N2CCCCC2)cc1
    ? | .
COc1ccc(N2Cc3cccc(C(=O)N4CCN(C(=O)c5ccco5)CC4)c3C2=O)cc1
    ? | .

Some of the compounds tested; rates above refer to the full screens.
